Source: PubChem BioAssay (National Center for Advancing Translational Sciences (NCATS))
GALK inhibitor – inhibitors of human galactokinase; P51570; Purified GALK, Kinase-Glo residual ATP luminescence; Potency, µM (top dose mostly 57.5 µM), without a hit: at the highest dose activity change, negative = inhibition, actives largely listed as inhibitors; hit rate 0.007% among 270,000; also: potency is read from the fitted curve at half-maximal effect; % is scaled to controls: 0 for no effect and ±100 for the full control effect
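GALK at 5 nM final was combined with compound, 35 uM ATP and 100 uM galactose in HEPES pH8.0 with MgCl2 and DTT. The reaction ran one hour at room temperature before luminescent ATP detection.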
KCNH2 3.1 inh – blocks the human KCNH2 3.1 channel isoform | U2OS KCNH2 3.1, thallium flux FluxOr; hits give low values | activity change, % (tested at about 1.8 µM) | hit rate 0.95% among 340,000;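 active = maximum activity change below -70%; inconclusive = maximum activity change from -70% to -50%; inactive = maximum activity change above -50%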;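 also: thallium influx rate constant from kinetic fluorescence after stimulation buffer; % is scaled to controls: 0 for no effect and ±100 for the full control effect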
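Thallium flux via FluxOr fluorescence (Red40 quencher, 45 min loading) in U2OS cells virally expressing the KCNH2 3.1 isoform (1.77 x 10^8 /mL virus, overnight at 37 C). Rate constants from 2-min kinetic reads post-stimulation, normalised to positive and negative controls.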
MLL CXXC-DNA inh – blocks binding of human MLL CXXC domain to DNA; Potency, µM (titrated, usually from 115 µM), inactives show at the highest dose activity change, negative = inhibition, hits mostly inhibitors; MLL-CXXC / FITC-HOXA9 DNA fluorescence polarization; AID 2662; hit rate 0.037% among 290,000; active = well fitted inhibition curve with a large enough effect in the polarisation, with a control signal flat, not every such curve was filed as active; inconclusive = small, poorly fitted or top-dose-only effect, or effect the other way, or a change in a side signal; inactive = no such curve, though single readings can be large or run the other way; the % refers to the polarisation; also: potency is read from the fitted curve at half-maximal effect
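Purified MLL-CXXC (added from a 7 uM solution) was preincubated 5 min at ambient with pinned compounds in 50 mM Tris-HCl pH 7.5, 50 mM NaCl, 1 mM DTT, 0.05% BSA. Fluorescein-labeled HOX-A9 DNA (50 nM solution) followed, 30 min, then polarization read.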
Coupling enz – inhibits coupling enzyme system, counter-screen for aldolase hits | coupling enzyme system counterscreen, AmpLite Red fluorescence | activity change, negative = inhibition, % at 58.2 µM, hits read low | hit rate 0.67% among 290,000 | AID 2472; in the data active = activity change below about -30%; also: % is scaled to controls: 0 for no effect and ±100 for the full control effect
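Counterscreen of the coupled detection system alone, without aldolase: glyceraldehyde-3-phosphate coupling enzymes plus AmpLite Red readout. Compounds at 57.5 uM final, 10 min RT preincubation, 20 min RT reaction, fluorescence 525/598 nm.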
TRPV1 agonist – agonists of human vanilloid receptor 1 (TRPV1); TRPV1-expressing cells, Fluo-8 calcium influx, agonist mode; activation, % at 8.33 µM; Q8NER1; hit rate 0.19% among 320,000; in the data active = activation above about 80%; inconclusive = between about 30% and that limit; also: 0% is about no effect
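Fluo-8 calcium influx in TRPV1-expressing cells, kinetic read (ex 480/em 520 nm). Compound added and read 3 min for agonist activity, followed by capsaicin at EC20 final and 2 min further read for enhancement.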
Integrin act MD – activators of alpha7 integrin expression for muscular dystrophy; Potency, µM (series often up to 38.3 µM), for the others: at the highest dose activation, usual class: activators; AID 624291; hit rate 0.064% among 350,000; alpha7betagal myoblasts, beta-gal FDG fluorescence, 48 h;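 also: potency is read from the fitted curve at half-maximal effect; 100% = response of the positive control SU9516; nearly all actives have a fitted effect of over 60% in size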
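alpha7betagal+/- myoblasts (passage 13, 250/well) treated 48 h at 37C with compounds at 1:260 dilution of DMSO stock. Lysed, then beta-galactosidase activity read as FDG fluorescence (ex 480/em 540) after 30 min, with pre-read for autofluorescence.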
MBNL1-CUG inh – blocks human MBNL1 binding to CUG repeat RNA; Q9NR56; TR-FRET MBNL1-His/biotin-(CUG)12 binding, 665/545 ratio; Potency, µM (top dose mostly 57.5 µM), for inactives: at the highest dose activity change, negative = inhibition, usual class: inhibitors; hit rate 0.036% among 280,000; active = well fitted inhibition curve with a large enough effect in the signal ratio, with a control signal flat, not every such curve was filed as active; inconclusive = small, poorly fitted or top-dose-only effect, or effect the other way, or a change in a side signal; inactive = no such curve, though single readings can be large or run the other way; the % refers to the signal ratio; also: potency is read from the fitted curve at half-maximal effect; % is scaled to controls: 0 for no effect and ±100 for the full control effect
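Compound titration spanned 92 nM–58 uM against the MBNL1-His/biotin-(CUG)12 complex. After 60 min at room temperature with 5 nM streptavidin-XL665 and 0.055 ng/ul terbium anti-His, ratiometric 665/545 nm emission (Ex 340 nm) normalized to controls.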
A-T KAP1 phos – candidate therapy for ataxia-telangiectasia; […] A-T fibroblasts, KAP-1 phosphorylation AlphaLISA; neocarzinostatin DNA damage 30 min before lysis; Potency, µM (series often up to 57.5 µM), without a hit: top-dose activation, usual class: activators; hit rate 0.19% among 320,000; AID 485349; also: potency is read from the fitted curve at half-maximal effect; % of control where 0% means no effect; nearly all actives have a fitted effect of over 45% in size
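hTERT-immortalized A-T patient fibroblasts ([…]), 500 cells/well in OPTI-MEM, 1% FBS, got compounds for 60 min, then NCS for 30 min at 37C. Lysates were then assayed for phospho-KAP-1 by AlphaLISA (anti-pKAP1 donor, anti-KAP1 acceptor beads), 6 hr at 25C.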
ASM inhibitor – human S-ASM enzyme inhibition | P17405 | placental ASM, HMU-PC fluorogenic substrate, 60 min | Potency, µM (top dose mostly 57.5 µM), for the others: at the top dose activity change, negative = inhibition, usual class: inhibitors | hit rate 0.006% among 340,000 | AID 504937; also: potency is read from the fitted curve at half-maximal effect
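Human placenta-derived ASM enzyme was preincubated with compound for 10 minutes at room temperature, then given fluorogenic substrate HMU-PC0 (9 uM final) for 60 minutes at 37 °C; a pH 10 stop preceded fluorescence reading at Ex 386/Em 447 nm.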
hERG WT inh – blocks the wildtype human KCNH2 potassium channel | Q12809 | U2OS, BacMam KCNH2, thallium flux FluxOr; hits give low values | hit rate 0.37% among 340,000 | activity change, % at 1.84 µM;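 active = maximum activity change below -70%; inconclusive = maximum activity change between -70% and -50%; inactive = maximum activity change above -50%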; also: % is scaled to controls: 0 for no effect and ±100 for the full control effect
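U2OS cells transduced with wild-type KCNH2 virus are loaded with FluxOr dye for 45 min, and thallium flux is measured in kinetic reads before and after stimulation buffer. Rate constants are normalized to DMSO controls.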
* hit, by the source's call; i = inactive; ? = inconclusive; · = not tested or not shown; [ ] = remark or other dose. Unless noted, calls follow the shape of the dose curve; as a rule, active = well fitted curve in the direction sought with a large enough effect; inconclusive = small, poorly fitted or top-dose-only effect, or another doubt; inactive = no such curve, though single readings can be large; an effect the other way counts as inactive or inconclusive.

SMILES | hERG WT inh | A-T KAP1 phos | GALK inhibitor | KCNH2 3.1 inh | MLL CXXC-DNA inh | Coupling enz | Integrin act MD | MBNL1-CUG inh | ASM inhibitor | TRPV1 agonist
CCOC(=O)C1CCN(c2cc(=O)n(Cc3ccc(F)cc3)c(=O)[nH]2)CC1 | -6 | -2% | 2% | 15 | 7% | -2 | 3% | 6% | -1% | 2
[O-][n+]1c2c(c3c4non(O)c4ccc31)CCCC2 | 4 | 0% | 0% | -19 | ? | 0 | -37% | ? | -8% | -1
COC(=O)c1cccc(NC(=O)c2cccc(OC)c2)c1 | -8 | · | 12% | -8 | 12% | 1 | -18% | -6% | -2% | 15
O=C(/C=C/c1cccc([N+](=O)[O-])c1)N1CCN(c2ccccn2)CC1 | 16 | 15% | 4% | -10 | -7% | 3 | -22% | 14% | 1% | 0
O=C(COc1ccccc1)NC(=S)N1CCc2ccccc21 | 1 | -8% | -1% | 33 | -5% | 5 | -13% | · | 5% | -1
C/C=C(/C)C(=O)O[C@@H]1[C@H](OC(C)=O)c2c(ccc3ccc(=O)oc23)OC1(C)C | 4 | -3% | · | 2 | 5% | 3 | -28% | 20% | 10% | 11
CC(=O)c1c(C(C)=O)c(C)n(Cc2ccccc2)c1C | -5 | -8% | 0% | -15 | -4% | 0 | -26% | 1% | 1% | 0
O=c1c2c(-c3ccco3)csc2nc(SCc2cn3cccnc3n2)n1-c1ccccc1 | -12 | 3% | 0% | -20 | 4% | 4 | 0% | 14% | -5% | 26
CCC(=O)N1CCc2cc(S(=O)(=O)CCC(=O)Nc3ccc(C(C)=O)cc3)ccc21 | -2 | -2% | -6% | 5 | 9% | · | 8% | 3% | 2% | -3
Cc1ccc(CN2C(=O)C[C@@H](NC(=O)OCC3c4ccccc4-c4ccccc43)C/C=C\C2c2ccc(C)cc2)cc1 (some centres not stated) | -14 | 7% | · | -3 | · | · | -4% | · | -2% | ·
CC(C)OCCCNCc1cccs1 | -26 | 9% | -2% | -4 | 4% | 0 | -15% | 0% | 0% | -1
COc1ccc(Br)cc1CN(C)C(=O)Cc1ccc(OC)c(S(=O)(=O)N2CCOCC2)c1 | 0 | 4% | · | -2 | · | · | -15% | · | -2% | -1
CCCc1cc(-c2n[nH]c(=S)n2C(C)c2ccccc2)cs1 (configuration not stated) | -13 | -1% | 2% | -9 | 7% | -2 | -6% | -3% | 3% | 0
Cc1cc(CNC(=O)c2ccc3oc(C(C)C)nc3c2)nn1C | -2 | 0% | 6% | 11 | 18% | -1 | ? | -1% | 5% | -4
C(=N\N1CCN(C(c2ccccc2)c2ccccc2)CC1)/c1ccc2c(c1)OCO2 | -1 | -4% | -1% | 0 | 1% | -1 | 5% | -8% | -3% | 1
CCOC(=O)N1CCN(C(=O)c2cc(-c3ccc(OCC)cc3)nc3ccccc23)CC1 | 10 | 0% | 2% | -12 | 2% | -2 | 1% | 0% | 62% | -1
Cc1[nH]c2ccccc2c1/C=C(\C#N)C(=O)NC(C)c1ccccc1 (configuration not stated) | -1 | 6% | -1% | 22 | -5% | 1 | -5% | 12% | -4% | 30
O=C(Nc1ccc(-c2cn3ccccc3n2)cc1)c1ccc(Cl)cc1 | 19 | 6% | · | -43 | 79%[activator] | 1 | -4% | -7% | 4% | 0
O=C(NCCc1ccc(Cl)cc1)c1ccc(OCC2CCCO2)cc1 (configuration not stated) | 0 | 4% | -1% | 8 | 9% | 1 | 27% | -1% | -5% | 6
CC(=O)C1=C(C)NC(=O)CC1c1ccc(Br)cc1 (configuration not stated) | i | -3% | -2% | -21 | 7% | 1 | 6% | 1% | -2% | 1
CC(=O)NC1=NN(C(C)=O)C(c2ccccc2)S1 (configuration not stated) | -2 | -2% | 0% | 6 | -9% | -1 | 5% | -6% | 2% | 1
CC(Oc1cccc(Cl)c1)C(=O)Nc1ccc(S(=O)(=O)Nc2ncccn2)cc1 (configuration not stated) | 7 | 1% | · | -9 | · | · | 14% | · | 0% | 0
CC(C)N1CCC(=NNC(=O)c2ccc(Br)o2)CC1 | -2 | -4% | -3% | -1 | -6% | 1 | 6% | -2% | 3% | -1
O=[N+]([O-])c1ccc(O)c(P(=O)(c2ccccc2)c2ccccc2)c1 | -3 | -4% | -2% | 21 | 21% | 15 | ? | ? | -6% | -7
Cc1ccc(CN2CCNC(=O)C2CC(=O)O)o1 (configuration not stated) | -8 | -2% | 0% | -2 | -7% | 0 | -3% | 4% | 1% | 1
Cc1ccc(S(=O)(=O)N2CCN(S(=O)(=O)c3ccc4c(c3)OCCO4)CC2)cc1 | 3 | -10% | 0% | -11 | -1% | 1 | 7% | 6% | 1% | 1
O=C(COC(=O)COc1ccccc1)Nc1ncc([N+](=O)[O-])s1 | 16 | -9% | · | 4 | · | · | -41% | · | -4% | -1
CC1CC(C)CN(CCCNC(=O)C2CCCN(S(=O)(=O)N3CC(C)CC(C)C3)C2)C1 (configuration not stated) | 39 | 2% | -1% | -10 | 4% | · | -6% | -1% | -1% | 2
Cc1ccc(-c2cccc(CN3CCN(C(C)C)C(CCO)C3)c2)o1 (configuration not stated) | 47 | -3% | -2% | 6 | -1% | 1 | -54%[inhibitor] | -1% | 4% | 0
CCCc1ccc(C(=O)CCC(=O)NNC(=O)c2ccncc2)cc1 | 14 | 13% | -3% | 13 | 22% | · | -5% | -4% | -2% | 0
N#Cc1c(C(F)(F)F)cc(-c2cccs2)nc1SCc1cccnc1 | 3 | 3% | 2% | -9 | 3% | 1 | -10% | 11% | · | -3
COc1ccc(CNC(=O)CN(c2ccc(C)cc2)S(=O)(=O)c2c(C)nn(C)c2C)cc1 | 1 | · | -1% | 7 | -5% | 3 | ? | -6% | 0% | 1
CCOC(=O)c1sc(NC(=O)CSc2nc3c(c(=O)n2-c2ccccc2)SCC3)c(C(=O)OCC)c1C | · | 2% | · | · | 16% | -1 | · | 9% | · | -5
Cn1c(-c2ccc3nc(N)sc3c2)nc2cc(N)ccc21 | -2 | · | 7% | -3 | 1% | 0 | -12% | -8% | 192%[activator] | -1
O=[N+]([O-])c1ccc(-c2cnc(NO)nc2)cc1 | -12 | -5% | 0% | -13 | -4% | -3 | 0% | ? | 0% | 2
CCN(CC)S(=O)(=O)c1ccc(-n2cnc3cc(C)c(C)cc32)nc1 | -2 | -5% | -4% | 8 | -10% | 1 | -23% | 5% | -3% | 3
COc1ccc2oc(C(=O)CCC(=O)O)c(N)c2c1 | -13 | 7% | 1% | -10 | -4% | 0 | 24% | 8% | 21% | ·
COc1ccccc1NC(=O)CSC1=NC(=O)C(Cc2ccccc2)C(=O)N1 (configuration not stated) | 11 | 4% | 0% | 19 | -6% | 5 | 22% | -2% | -1% | -1
CC1(C)CCC[C@]2(C)[C@H]3Cc4cc(O)ccc4O[C@]3(C)CC[C@@H]12 | -5 | 2% | · | -7 | · | · | 3% | · | -20% | ·
Cc1ccc(S(=O)(=O)Oc2ccccc2/C=N/O)cc1 | 6 | -1% | 2% | -5 | 4% | -3 | -24% | -1% | 3% | -2
Cc1ccccc1/C=N/n1c(C2CCCCC2)n[nH]c1=S | 9 | -4% | 0% | -5 | 5% | -3 | 40% | 0% | -3% | 4
CCOC(=O)c1c(C)nc2ccccc2c1C | 3 | 9% | -1% | -10 | 0% | 0 | 11% | -9% | 1% | 10
CCn1ccnc1CC1COc2ccccc2O1 (configuration not stated) | -17 | 0% | · | -22 | -3% | · | · | · | 4% | -1
C[C@@]12C(=O)N(c3cccc(F)c3)C(=O)N1[C@@H]1c3ccccc3OC[C@@H]1[C@H]2c1ccccc1 | 0 | 5% | · | -16 | · | · | 17% | · | -7% | ·
Cc1n[nH]c(C)c1S(=O)(=O)N1CCN(S(=O)(=O)c2cccc(F)c2)CC1 | 0 | 5% | · | -8 | · | · | 0% | · | 7% | 1
O=[N+]([O-])c1ccccc1Sc1nccn1Cc1ccccc1 | -4 | 11% | -1% | 1 | 10% | -4 | -6% | ? | -2% | -5
Cc1noc(C)c1C(=O)NCc1ccccc1F | -7 | 1% | -1% | -15 | 2% | 4 | 10% | -3% | 0% | -2
